Compound activity from PubChem BioAssay.
HePTP inh: inhibitors of human HePTP phosphatase, primary screen, biochemical, absorbance, leukemia target; recombinant HePTP phosphatase activity, OD absorbance; 110,000 tested, 0.64% active; inhibition, % at 20 µM; AID 521, 2006; in the data active = inhibition above about 50%;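 also: plate controls were vehicle for no effect and reference inhibitor for full effect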
Target sequence (P35236 whole entry, looked up): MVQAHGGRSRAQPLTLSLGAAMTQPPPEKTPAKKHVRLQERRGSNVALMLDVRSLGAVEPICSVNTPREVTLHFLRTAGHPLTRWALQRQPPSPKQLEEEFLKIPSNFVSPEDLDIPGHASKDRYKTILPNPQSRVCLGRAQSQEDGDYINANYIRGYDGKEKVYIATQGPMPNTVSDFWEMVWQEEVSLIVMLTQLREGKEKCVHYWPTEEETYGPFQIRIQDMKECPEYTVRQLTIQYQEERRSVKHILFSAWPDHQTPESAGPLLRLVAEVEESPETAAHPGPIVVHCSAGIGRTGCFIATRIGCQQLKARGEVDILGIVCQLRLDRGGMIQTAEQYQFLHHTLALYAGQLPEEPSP
BAP1 inh: inhibitors of BAP1 deubiquitinase, primary screen, biochemical, Ub-AMC fluorescence, kinetic. recombinant BAP1, Ub-AMC hydrolysis fluorescence kinetic; stronger effect = lower value. Ubiquitin carboxyl-terminal hydrolase BAP1 (Homo sapiens), Q92560. activity remaining (% of control), % at 20 µM. 72,000 tested, 0.48% active;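 active = activity remaining at or below 50% of control, provided the compound also passes the data quality filters; inactive = the rest, including low values that fail the filters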;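 also: 100% = DMSO wells rate and 0% = substrate alone blank rate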
Target sequence (Q92560 whole entry, looked up): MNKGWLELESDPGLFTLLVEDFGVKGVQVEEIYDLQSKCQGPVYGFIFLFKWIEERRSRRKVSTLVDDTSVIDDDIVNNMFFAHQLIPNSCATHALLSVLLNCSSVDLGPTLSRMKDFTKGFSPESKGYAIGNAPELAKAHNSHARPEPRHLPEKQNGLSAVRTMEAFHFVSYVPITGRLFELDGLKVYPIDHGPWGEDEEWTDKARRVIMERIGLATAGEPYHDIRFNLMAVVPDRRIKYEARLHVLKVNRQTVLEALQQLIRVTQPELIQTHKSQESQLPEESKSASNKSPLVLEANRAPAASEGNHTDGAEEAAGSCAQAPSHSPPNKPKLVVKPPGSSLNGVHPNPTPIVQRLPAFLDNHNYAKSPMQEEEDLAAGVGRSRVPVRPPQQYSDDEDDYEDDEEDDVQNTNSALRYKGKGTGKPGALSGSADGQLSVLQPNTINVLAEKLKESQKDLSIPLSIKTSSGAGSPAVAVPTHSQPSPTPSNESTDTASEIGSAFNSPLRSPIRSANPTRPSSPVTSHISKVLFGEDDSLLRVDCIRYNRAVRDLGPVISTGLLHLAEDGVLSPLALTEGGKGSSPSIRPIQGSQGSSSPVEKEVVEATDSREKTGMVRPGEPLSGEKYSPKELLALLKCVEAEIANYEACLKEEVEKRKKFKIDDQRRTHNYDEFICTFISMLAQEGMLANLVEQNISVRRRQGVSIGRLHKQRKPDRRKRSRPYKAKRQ
* hit, by the source's call; & = joins results of further samples.

`Cc1cc(NC(=O)c2cccc(Br)c2)ccc1NC(=O)c1ccccc1` gave HePTP inh 7.9.
For CC(=O)C1=C(O)C(=O)N(Cc2ccco2)C1c1ccc(F)cc1 (stereo not drawn) the results were HePTP inh -6.7 and BAP1 inh 95.2.
COC(=O)C1=NNC2C(=O)N(c3cccc(C(F)(F)F)c3)C(=O)C12 (stereo not drawn) was read as HePTP inh -13.0.
For Cn1c(=O)c2ncn(CC(=O)Nc3ccc4c5c(cccc35)CC4)c2n(C)c1=O the results were HePTP inh 6.4 and BAP1 inh 60.2.
CNC(=O)c1ccc(N(C)S(=O)(=O)c2ccccc2)cc1 was read as HePTP inh -1.7.
Screening COC(=O)C1=C(CN2CCCc3ccccc32)NC(=O)NC1c1ccc(F)cc1 (stereo not drawn) returned HePTP inh 0.1 and BAP1 inh 83.6.
`O=C(NCc1ccccc1Cl)c1c(F)cccc1F` gave HePTP inh -0.4.
For Cc1nc(SCC(=O)Nc2c(C)n(C)n(-c3ccccc3)c2=O)n[nH]1 the results were HePTP inh -11.5 and BAP1 inh 103.3.
Screening O=C(Nc1cnc2ccccc2c1)N1CCCCC1 returned HePTP inh -1.2 and BAP1 inh 92.5.
For CCOc1ccc(-c2cc(CCCC(=O)NCCc3ccc(OC)c(OC)c3OC)no2)cc1 the results were HePTP inh 9.8 and BAP1 inh 100.6.
Screening Cc1ccc(-c2nc(CS(=O)(=O)CC(=O)NC3CCCCC3C)c(C)o2)cc1 (stereo not drawn) returned HePTP inh 4.1 and BAP1 inh 88.4.
For C=CCn1c(=O)c(C(=O)NCCN(CC)CC)c(O)c2ccccc21 the results were HePTP inh 3.3 and BAP1 inh 96.4.
`CC(=O)OCCCCON1C(=O)c2ccccc2C1=O` gave HePTP inh -8.3 and BAP1 inh 86.4.
`O=C(O)C1CCCNC1` (stereo not drawn) gave BAP1 inh 95.9.
Screening CC(C)OC(C(=O)c1ccccc1)c1ccccc1 (stereo not drawn) returned HePTP inh 7.6.
N#CC(C#N)=Cc1cn(-c2ccccc2)nc1-c1ccc(-c2ccc([N+](=O)[O-])cc2)o1 was read as HePTP inh -2.0.
Screening O=C(/C=C/c1ccc2c(c1)OCO2)Nc1ccncc1 returned HePTP inh 13.2.
Screening O=C(CCS(=O)NCc1ccccc1)NCc1ccccc1 (stereo not drawn) returned HePTP inh 3.1 and BAP1 inh 93.8.
Screening O=C(O)CCCN1C(=O)/C(=C/c2cn(-c3ccccc3)nc2-c2cccc([N+](=O)[O-])c2)SC1=S returned HePTP inh 104.1*.
For O=C1CSC(=S)N1/N=C/c1cccc(OCCOc2ccc(Br)cc2)c1 the results were HePTP inh -3.2.
Screening Cc1ccccc1NC(=O)CSc1nc(Nc2ccccc2)nc(N2CCOCC2)n1 returned HePTP inh 12.4 and BAP1 inh 168.3.
`C/C(=N/NC(=O)c1ccccc1C)c1ccc(NC(=O)C(F)(F)F)cc1` gave HePTP inh 0.0.
For CCCCN(CC)Cc1c(C)[nH]c2ccc(C)cc2c1=O the results were HePTP inh 2.0.
`COC(=O)CSc1nnc([C@H](Cc2ccccc2)NC(=O)OC(C)(C)C)o1` gave HePTP inh -4.8 and BAP1 inh 101.1.

For convenience, some entries already given.
For CCOc1ccc(-c2cc(CCCC(=O)NCCc3ccc(OC)c(OC)c3OC)no2)cc1 the results were HePTP inh 9.8 and BAP1 inh 100.6.
Screening Cc1ccc(-c2nc(CS(=O)(=O)CC(=O)NC3CCCCC3C)c(C)o2)cc1 (stereo not drawn) returned HePTP inh 4.1 and BAP1 inh 88.4.
For C=CCn1c(=O)c(C(=O)NCCN(CC)CC)c(O)c2ccccc21 the results were HePTP inh 3.3 and BAP1 inh 96.4.
`CC(=O)OCCCCON1C(=O)c2ccccc2C1=O` gave HePTP inh -8.3 and BAP1 inh 86.4.
`O=C(O)C1CCCNC1` (stereo not drawn) gave BAP1 inh 95.9.
Screening CC(C)OC(C(=O)c1ccccc1)c1ccccc1 (stereo not drawn) returned HePTP inh 7.6.
N#CC(C#N)=Cc1cn(-c2ccccc2)nc1-c1ccc(-c2ccc([N+](=O)[O-])cc2)o1 was read as HePTP inh -2.0.
Screening O=C(/C=C/c1ccc2c(c1)OCO2)Nc1ccncc1 returned HePTP inh 13.2.
Screening O=C(CCS(=O)NCc1ccccc1)NCc1ccccc1 (stereo not drawn) returned HePTP inh 3.1 and BAP1 inh 93.8.
Screening O=C(O)CCCN1C(=O)/C(=C/c2cn(-c3ccccc3)nc2-c2cccc([N+](=O)[O-])c2)SC1=S returned HePTP inh 104.1*.
For O=C1CSC(=S)N1/N=C/c1cccc(OCCOc2ccc(Br)cc2)c1 the results were HePTP inh -3.2.
Screening Cc1ccccc1NC(=O)CSc1nc(Nc2ccccc2)nc(N2CCOCC2)n1 returned HePTP inh 12.4 and BAP1 inh 168.3.
`C/C(=N/NC(=O)c1ccccc1C)c1ccc(NC(=O)C(F)(F)F)cc1` gave HePTP inh 0.0.
For CCCCN(CC)Cc1c(C)[nH]c2ccc(C)cc2c1=O the results were HePTP inh 2.0.

(list continues)
For COc1ccc(-c2noc(-c3ccc(I)cc3)n2)cc1 the results were HePTP inh -2.5.
COc1ccc(NC(=O)C2CCCN(c3c4c(nc5ncnn35)CCC4)C2)cc1OC (stereo not drawn) was read as HePTP inh 0.3 and BAP1 inh 95.9.
For O=S(=O)(/N=C/c1ccccc1O)c1cccs1 the results were HePTP inh -3.0&-13.0 and BAP1 inh 89.0.
`COc1ccc(S(=O)(=O)NCc2ccco2)cc1-c1nnc2c3ccccc3c(C)nn12` gave HePTP inh 12.5.
Screening Cc1ccc(S(=O)(=O)NC(C)c2ccc(-c3ccccc3)cc2)cc1[N+](=O)[O-] (stereo not drawn) returned HePTP inh -4.5.
Screening CC(C)(C)c1ccccc1OCC(=O)NC(c1ccccc1)c1ccccc1 returned BAP1 inh 59.9.
Screening CCc1c(C#N)c(N)nc(SCC(=O)OCc2ccccc2)c1C#N returned HePTP inh 6.4 and BAP1 inh 82.6.
`O=C(NC(=S)Nc1ccc(Br)cc1)c1ccco1` gave HePTP inh 2.8.
O=C(COC(=O)c1ccccc1C(F)(F)F)c1ccc(Br)cc1 was read as HePTP inh -11.0.
Screening Cc1cc(C)n2nc(S(=O)(=O)NCCc3ccccc3)nc2n1 returned HePTP inh 4.0 and BAP1 inh 103.5.
Cc1ccc(NC(=O)N(C2=NCC(C)S2)c2ccccc2)cc1 (stereo not drawn) was read as BAP1 inh 88.6.
`COc1ccc(S(=O)(=O)Nc2ccc3c(c2)OCCO3)cc1Cl` gave HePTP inh -0.8 and BAP1 inh 73.0.
Screening O=C(Nc1ccc(Cl)cc1)c1cc(Cl)ccc1[N+](=O)[O-] returned HePTP inh -10.6.
Cc1cc(C(=O)NCCC2=CCCCC2)no1 was read as HePTP inh 5.6 and BAP1 inh 88.2.
For C=CCn1c(=S)[nH]c2sc3c(c2c1=O)CCc1ccccc1-3 the results were HePTP inh 1.9.
Screening O=C(c1ccc2c(c1)OCCO2)N1CCOCC1 returned HePTP inh -10.4.
Screening CCOc1cccc(N2C(=O)CC(SCC(=O)Nc3ccc4ccccc4c3)C2=O)c1 (stereo not drawn) returned HePTP inh -2.6.
`Cc1cc(C)nc(SCc2nnc(SCC(=O)N3CCCc4ccccc43)n2C)n1` gave HePTP inh 15.1 and BAP1 inh 96.5.
`COC(=O)C1=C(C)Nc2ncnn2C1c1ccc(Cl)cc1` (stereo not drawn) gave BAP1 inh 167.7.
COc1cccc(CN2CCN(C(=O)c3ccc(-c4ccccc4)cc3)CC2)c1 was read as HePTP inh 8.2.
Screening CN1CCN(/N=C/c2c3ccccc3cc3ccccc23)CC1 returned HePTP inh -4.3.
CS(=O)(=O)Cc1nc2ccccc2oc1=O was read as HePTP inh -4.3 and BAP1 inh 76.2.
For CC1(C)CC(N2CCN(c3ccccc3)CC2)=CC(=[N+]2CCCC2)C1 the results were HePTP inh 6.5.
`CCc1ccccc1NC(=O)c1c(NC(=O)Cc2ccccc2)sc(-c2ccccc2)c1C` gave HePTP inh -5.3.
`CCCC(=O)Nc1cc2c(cc1C(=O)c1ccccc1)OCCO2` gave HePTP inh -11.3 and BAP1 inh 93.0.
For CCSc1nc2ccccc2n1Cc1nc(N)nc(N(C)C)n1 the results were HePTP inh 9.7 and BAP1 inh 50.7.
COc1ccc(Cl)cc1NC(=O)C1C2CCC(C2)C1C(=O)O (stereo not drawn) was read as HePTP inh 28.5.
For CCOc1ccc2c(c1)-c1c(ssc1=S)C(C)(C)N2C(=O)c1cccnc1 the results were HePTP inh 0.1.
Screening O=C(/C=C/c1ccccc1)c1ccc([N+](=O)[O-])o1 returned HePTP inh -9.5.
Cc1c(NC(=O)c2ccc(-c3ccccc3[N+](=O)[O-])o2)cccc1-c1nc2ncccc2o1 was read as HePTP inh 3.3.
CCn1c(CCNC(=O)c2cccs2)nnc1SCC(=O)NC1CCCCC1 was read as HePTP inh 5.9 and BAP1 inh 86.5.
For Cc1cc(C)n2nc[n+](C)c2n1 the results were HePTP inh 1.2 and BAP1 inh 109.5.
For CCc1cc(C(=O)COc2ccccc2F)c(O)cc1O the results were HePTP inh -4.4 and BAP1 inh 71.0.
CCC(CCC(=O)Nc1ccn(-c2ccccc2)n1)C(=O)O (stereo not drawn) was read as HePTP inh 3.4 and BAP1 inh 107.3.
For Cc1ccc(-c2nnn(CC(=O)N(Cc3cccs3)C(C(=O)NC(C)(C)C)c3ccco3)n2)o1 (stereo not drawn) the results were HePTP inh -0.1 and BAP1 inh 90.6.
`CCc1c(C)sc(NC(=O)Cc2ccc(Cl)cc2)c1C#N` gave HePTP inh -13.5.
Screening CN1/C(=C\C(=O)COC(=O)C2COc3ccccc3O2)C(C)(C)c2ccccc21 (stereo not drawn) returned HePTP inh -6.1 and BAP1 inh 77.4.
For O=C(c1ccccc1CCc1ccccc1)N1CCOCC1 the results were HePTP inh 0.3 and BAP1 inh 81.2.
Cc1cccc(NC(=O)CCNS(=O)(=O)c2cccc3nsnc23)c1 was read as HePTP inh 4.0.
`O=C(NC=C(Cl)Cl)c1ccc(Cl)cc1` gave HePTP inh -8.9.
For Cc1cc(C)c(NC(=O)CCCOC(=O)C2=COCCO2)c(C)c1 the results were HePTP inh -9.3 and BAP1 inh 99.6.
Screening O=S(=O)(c1cccc(F)c1)N1CCN(Cc2ccc3c(c2)OCO3)CC1 returned HePTP inh 12.7 and BAP1 inh 99.0.
Screening CCOc1cccc2cc(-c3csc(C)n3)c(=O)oc12 returned BAP1 inh 176.0.
`COc1ccccc1NC(=O)CC1C(=O)Nc2ccccc2N1S(=O)(=O)c1ccc(C)cc1` (stereo not drawn) gave HePTP inh -19.1.
`O=C(O)C12CC3CC(C1)CC(n1cnc(Cl)n1)(C3)C2` gave HePTP inh 5.8 and BAP1 inh 112.9.
For OC(COc1ccc2c(c1)OCO2)CN1CCc2ccccc2C1 (stereo not drawn) the results were HePTP inh -7.5 and BAP1 inh 119.2.
`CCOC(=O)c1sc(=S)n(CC)c1N` gave HePTP inh 4.2 and BAP1 inh 110.5.
`COc1cc(C2Nc3cc(C)ccc3NC3=C2C(=O)CC(C)(C)C3)ccc1O` (stereo not drawn) gave HePTP inh -0.5.
For CN(Cc1ccccc1)C(=O)c1ccccc1NC(=O)c1ccco1 the results were HePTP inh -6.6 and BAP1 inh 72.5.
CC(C)(Oc1ccc(Cl)cc1)C(=O)OCC(=O)N1CCCC1 was read as HePTP inh 0.5.
`Cc1ccc2nc(-c3ccc(NC(=O)/C=C\C(=O)O)cc3)sc2c1` gave HePTP inh 9.1.
`CC(C)OC(=O)c1ccc(NC(=O)C2C3CC4OC(=O)C2C4C3)cc1` (stereo not drawn) gave HePTP inh -1.1 and BAP1 inh 59.2.
CCn1c(SCC(=O)Nc2nccs2)nnc1-c1ccccc1 was read as HePTP inh 7.2 and BAP1 inh 123.0.
CCc1ccc(CNc2ccc3c(c2)ncn3C)cc1 was read as HePTP inh 11.1 and BAP1 inh 94.1.
Screening COc1ccc(-c2noc(COc3ccccc3C)n2)cc1 returned HePTP inh 2.7.
For CCOC(=O)C1CCCN(c2c(N3CCN(c4cccc(Cl)c4)CC3)c(=O)c2=O)C1 (stereo not drawn) the results were HePTP inh -1.3 and BAP1 inh 81.7.
`CC(=O)Nc1ccc(S(=O)(=O)N/N=C/c2ccc[nH]2)cc1` gave HePTP inh 8.0.
`Cc1ccc(NC(=O)N2CCC(O)(c3ccc(Cl)cc3)CC2)cc1` gave HePTP inh -7.9 and BAP1 inh 102.2.
CCOC(=O)c1cnc2c(Cl)c(Cl)ccc2c1N1CCN(C)CC1 was read as HePTP inh 4.7 and BAP1 inh 83.2.
`COc1ccc(/C=C(/C#N)C(=O)Nc2cccc(Br)c2)cc1C` gave HePTP inh 8.2.
`COc1ccccc1OCCn1cc(/C=C2/SC(=S)N(Cc3ccccc3)C2=O)c2ccccc21` gave HePTP inh -4.6.
`Cc1ccc(O)c(CC(C)C)n1` gave HePTP inh -2.8 and BAP1 inh 54.0.
CCOC(=O)CSc1nc(CC)nc2ccccc12 was read as HePTP inh 8.4 and BAP1 inh 101.1.
Screening CCC(=O)NS(=O)(=O)c1ccc(NC(=O)c2ccccc2Cl)cc1 returned BAP1 inh 152.7.
O=[N+]([O-])c1ccc(Nc2nc(-c3ccccc3)c3cc(Cl)ccc3n2)cc1 was read as BAP1 inh 59.3.
Screening CCOc1cc(N2CCOCC2)c(OCC)cc1NS(=O)(=O)c1ccc(Cl)s1 returned HePTP inh 5.9 and BAP1 inh 106.6.
Screening CCOC(=O)c1c(C)n(C)c2ccc(OCC(N)=O)cc12 returned HePTP inh 4.4 and BAP1 inh 96.6.
Screening CC(C)=CC(=O)Nc1ccccc1C(N)=O returned HePTP inh 5.5 and BAP1 inh 92.0.
Screening CCOc1cc(C2C(C#N)=C(N)Oc3n[nH]c(CC)c32)ccc1OCCN1CCOCC1 (stereo not drawn) returned HePTP inh 2.9 and BAP1 inh 53.2.
`Cc1nn(-c2ccccc2)c2c1C(c1ccc(F)cc1F)C(C#N)=C(N)O2` (stereo not drawn) gave HePTP inh 3.3 and BAP1 inh 129.4.
